Screening data deposited in PubChem BioAssay by National Center for Advancing Translational Sciences (NCATS).
Epigenetic mod – derepresses silenced GFP locus in mouse C127i cells | mouse C127i GFP locus derepression, cytometry, 30 h | Potency, µM (series often up to 46.1 µM), inactives show top-dose GFP derepression (activation) | 68,000 compounds, 0.09% hits | AID 597; note: % of control where 0% means no effect
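Locus derepression in mouse mammary C127i cells whose integrated CMV-GFP reporter is normally silent; GFP expression after 30 h compound treatment was quantified by counting fluorescent cells.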
HADH2 inh – inhibitors of human HADH2 dehydrogenase. Q99714. recombinant HADH2, NADH fluorescence, beta-hydroxybutyryl-CoA. Potency, µM (highest dose often 57.1 µM), for inactives: at the top dose activity change, negative = inhibition, actives largely listed as inhibitors. 73,000 compounds, 3.4% hits. AID 886; note: potency is the fitted concentration of half-maximal effect; % is set by controls: 0 for no effect and ±100 for the full control effect; nearly all actives have a fitted effect of over 60% in size; many of its hits are not listed in these tables
Target sequence (Q99714 whole entry, looked up, one chain of several): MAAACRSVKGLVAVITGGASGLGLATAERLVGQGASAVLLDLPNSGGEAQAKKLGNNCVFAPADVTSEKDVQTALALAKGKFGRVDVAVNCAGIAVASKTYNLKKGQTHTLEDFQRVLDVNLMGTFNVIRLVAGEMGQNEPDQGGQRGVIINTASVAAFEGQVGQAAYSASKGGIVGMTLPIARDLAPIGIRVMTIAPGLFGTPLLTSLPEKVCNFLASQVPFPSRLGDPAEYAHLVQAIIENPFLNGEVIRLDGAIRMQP
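His-tagged recombinant enzyme from E. coli, 20 nM, preincubated 15 min RT with compound; reaction started with 1 mM NAD+ and 90 uM beta-hydroxybutyryl-CoA in 100 mM Tris-HCl pH 9.0. NADH fluorescence (ex 360/em 450) read over 4 min; last-minus-first difference.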
TexasRed autofl – compounds fluorescent in Texas Red spectral region | Compound fluorescence, Texas Red channel, 547/618 nm; active compounds read high | max dye-equivalent concentration, M | 59,000 compounds, 0.06% hits | AID 587; in the data active = max dye-equivalent concentration above about 10 nM; inconclusive = between about 1.1 nM and that limit
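Compound fluorescence was read after 15 min at room temperature in 100 mM Tris, pH 8.0, using 547 nm excitation and 618 nm emission across a concentration series. It was expressed as Texas Red dye-equivalent concentration from an on-plate standard curve.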
Hsp90 Hop PPI – changes Hsp90-Hop TPR2A binding signal, up or down; AlphaScreen TPR2A-His6 binding biotin-Hsp90 C-terminal peptide; AID 595; Potency, µM (top dose mostly 57 µM), for inactives: top-dose activity change, negative = inhibition; 71,000 compounds, 0.44% hits; active = well fitted curve in either direction with a large enough effect; inconclusive = small, poorly fitted or top-dose-only effect, or another doubt; note: potency is the fitted concentration of half-maximal effect; % is set by controls: 0 for no effect and ±100 for the full control effect; many of its hits are not listed in these tables
Fluorescein fluor – fluorescein region autofluorescence | Compound autofluorescence, 480/540 nm, fluorescein-equivalent; active compounds read high | max fluorescein-equivalent concentration, M | 59,000 compounds, 0.91% hits; in the data active = max fluorescein-equivalent concentration above about 10 nM; inconclusive = between about 1.1 nM and that limit
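Normalized response (dye-equivalent concentration) derives from comparing each well's 540 nm emission, under 480 nm excitation, with plate-resident fluorescein standards. Compounds were held in 100 mM Tris, pH 8.0, for 15 min at room temperature.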
ALOX15 inhib – 15-hLO (ALOX15) enzyme inhibition; Potency, µM (highest dose often 57.1 µM), inactives show top-dose activity change, negative = inhibition, hits mostly inhibitors; purified 15hLO-1, xylenol orange hydroperoxide absorbance; 74,000 compounds, 1.4% hits; AID 887; P16050; note: potency is the fitted concentration of half-maximal effect; % is set by controls: 0 for no effect and ±100 for the full control effect; nearly all actives have a fitted effect of over 55% in size
Target sequence (P16050 whole entry, looked up): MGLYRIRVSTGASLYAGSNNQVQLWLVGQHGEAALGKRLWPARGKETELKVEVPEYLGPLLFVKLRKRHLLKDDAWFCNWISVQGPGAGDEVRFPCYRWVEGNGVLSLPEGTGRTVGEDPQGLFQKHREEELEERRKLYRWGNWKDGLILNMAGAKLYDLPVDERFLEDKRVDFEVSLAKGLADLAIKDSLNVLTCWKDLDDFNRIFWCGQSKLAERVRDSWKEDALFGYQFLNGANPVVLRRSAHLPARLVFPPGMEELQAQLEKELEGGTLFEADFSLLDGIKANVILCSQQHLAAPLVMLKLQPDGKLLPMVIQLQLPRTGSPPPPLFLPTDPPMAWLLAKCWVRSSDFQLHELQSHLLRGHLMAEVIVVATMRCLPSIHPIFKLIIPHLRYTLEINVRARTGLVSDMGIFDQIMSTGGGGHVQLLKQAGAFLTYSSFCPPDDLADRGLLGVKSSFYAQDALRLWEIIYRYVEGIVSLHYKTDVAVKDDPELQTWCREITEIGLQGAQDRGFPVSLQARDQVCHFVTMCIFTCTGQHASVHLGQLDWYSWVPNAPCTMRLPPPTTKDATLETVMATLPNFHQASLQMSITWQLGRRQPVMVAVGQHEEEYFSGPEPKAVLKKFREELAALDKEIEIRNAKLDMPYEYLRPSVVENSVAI
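Inhibition is scored from a chromogenic endpoint. After 15 min enzyme-compound contact, arachidonic acid (50 uM final) reacts 6 min with 40 nM 15hLO-1 at room temperature, then Fe-XO reagent is added for 30 min and absorbance ratio recorded.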
HBB splicing – hemoglobin beta splicing modulation; HBB splicing reporter cell assay, activation; EGFP reporter with mutant IVS2-654 intron; response scale: normalised to 500 nM splice-correcting PNA; Potency, µM (titrated, usually from 46.1 µM), inactives show at the top dose activation, most hits filed as activators; 65,000 compounds, 0.06% hits; AID 925; note: potency is the fitted concentration of half-maximal effect; 0% is about no effect
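Compounds were applied for 2 days to HeLa EGFP-654 cells, 500/well in Optimem with 2% FCS. The reporter's EGFP is disrupted by mis-splicing of beta-globin intron IVS2-654. Readout: summed well GFP fluorescence from 488 nm laser scanning; reference was 500 nM antisense […] 654 PNA.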
4-MU autofl – compounds fluorescent in 4-MU spectral region. compound autofluorescence, 340/450 nm, 4-MU equivalents; active compounds read high. max dye-equivalent concentration, M. 59,000 compounds, 11% hits. AID 589; in the data active = max dye-equivalent concentration above about 10 nM; inconclusive = mostly about 1.1 nM to 9.6 nM
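Intrinsic fluorescence at 340/450 nm (ex/em) was read after 15 min at room temperature in pH 8.0, 100 mM Tris. Each compound concentration expressed as 4-MU-equivalent concentration from a six-point 4-MU standard series on each plate.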
UbGFP stabilizer – inhibits proteasome, raising ubiquitin-GFP reporter fluorescence; Ubiquitin-GFP reporter cells, proteasome inhibition, GFP fluorescence; response scale: untreated = 0%, 10 µM MG-132 = 100%; Potency, µM (highest dose often 45.9 µM), for the others: top-dose activation (GFP accumulation), most hits filed as activators; 67,000 tested, under 10 active; active = well fitted activation curve with a large enough effect, not every such curve was filed as active; inconclusive = small, poorly fitted or top-dose-only effect, or another doubt; inactive = no such curve, though single readings can be large or run the other way; note: potency is the fitted concentration of half-maximal effect
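Proteasome block read as GFP accumulation: ubiquitin(G76V)-GFP U2OS cells exposed to compound (2.9 nM–46 uM) for 4 hr at 37 C. Normalization used untreated cells as 0% and 10 uM MG-132 as 100%; concentration-response curves fitted.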
Rhodamine fluor – rhodamine region autofluorescence | max dye-equivalent concentration, M | 59,000 compounds, 0.05% hits | Rhodamine-region fluorescence, 547/598 nm, Tris buffer; active compounds read high; in the data active = max dye-equivalent concentration above about 11 nM; inconclusive = between about 1.1 nM and that limit
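Steps: pin-transfer compounds into pH 8.0 Tris (100 mM), hold 15 min at room temperature, image with a 547/598 nm filter pair, and convert intensities to rhodamine-equivalent concentration using a six-point on-plate rhodamine series.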
Pol III holo inh – blocks replication by bacterial DNA polymerase III holoenzyme; reconstituted DNA polymerase III holoenzyme replication, biochemical; Potency, µM (series often up to 57.1 µM), for the others: at the highest dose activity change, negative = inhibition; 71,000 compounds, 0.25% hits; note: potency is the fitted concentration of half-maximal effect; % is set by controls: 0 for no effect and ±100 for the full control effect
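Reconstituted *E. coli* holoenzyme (0.35 nM Pol III, 1 nM beta, 154 nM SSB, 2 nM primase) was preincubated with compound for 15 min at RT. Synthesis on 1.4 nM ssM13Gori ran 35 min, then was stopped with PicoGreen/EDTA and read as dsDNA fluorescence.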
Starred values were filed as active, the others as inactive; i = inactive; ? = inconclusive; nt = no result given; & = joins results of further samples; [ ] = another dose, or the depositor's remark. Unless noted, calls come from the whole dose curve; as a rule, active = well fitted curve in the direction sought with a large enough effect; inconclusive = small, poorly fitted or top-dose-only effect, or another doubt; inactive = no such curve, though single readings can be large; an effect the other way counts as inactive or inconclusive.

SMILES	Epigenetic mod	HADH2 inh	TexasRed autofl	Hsp90 Hop PPI	Fluorescein fluor	ALOX15 inhib	HBB splicing	4-MU autofl	UbGFP stabilizer	Rhodamine fluor	Pol III holo inh
COC(=O)c1ccc(C(/C=C/[C@@H](C)C(=O)NCCN2CCCC2)NC(=O)OCc2ccccc2)cc1 (stereo partly specified)	nt	-2%	nt	-2%	nt	5%	-1.3%	nt	nt	nt	-2%
CCCCSc1nnc([C@H](C)NC(=O)OC(C)(C)C)o1	-2%	-2%	i	-3%	i	6%	-3.0%[57.5 µM]	i	1%	i	0%
COc1ccccc1N1CCN(C2=CC(=O)CCC2)CC1	0%	1%	?	-4%	i	0%	2.5%	i	16%	i	-4%
CCN(CC)C(=O)CN(c1cc(Cl)ccc1OC)S(C)(=O)=O	0%	-4%	i	-2%	?	5%	nt	i	-1%	i	-3%
COC(=O)Cc1[nH]nc2c1C1(C(=O)N(Cc3ccccc3)c3ccccc31)C(C#N)=C(N)O2 (stereo unspecified)	4%	-3%	i	-2%	?	6%	nt	i	-5%	i	-1%
Cc1nc2cnc(N3CCOCC3)nc2n(C[C@H]2CCCO2)c1=O	-5%[9.22 µM]	7%	i	-3%	i	-1%	-0.8%	?	6%	i	-8%
CCCCCOc1ccc(C2NC(=O)NC2=O)cc1 (stereo unspecified)	nt	0%	nt	0%[2.3 µM]	nt	-5%	-1.2%	nt	9%	nt	2%
O=C(CN1CCN(c2ccccn2)CC1)N1c2ccccc2Sc2ccc(C(F)(F)F)cc21	4%	-1%	i	-9%	i	-13%	0.7%[0.369 µM]	i	nt	i	-3%
O=C(O)C1CCCCN1S(=O)(=O)c1ccc(Cl)s1 (stereo unspecified)	3%	-1%	nt	-3%	nt	-1%	0.8%	nt	9%	nt	-9%
COc1cccc(NC=C2C(=O)OC3(CCCCC3)OC2=O)c1	0%	-15%	nt	-2%	nt	-2%	-2.5%	nt	6%	nt	-1%
CCCOc1cccc(C2C(C(=O)c3ccc(C)o3)=C(O)C(=O)N2CCCN(C)C)c1 (stereo unspecified)	6%[20.6 µM]	nt	i	nt	?	nt	nt	i	nt	i	nt
COCc1cc(C)nc(SCC(=O)N2CCC(C)CC2)c1C#N	0%	?	i	-3%	?	-19%	-1.0%	i	-7%	i	0%
Cc1c(NS(=O)(=O)c2ccc3c(c2)CCN3C(=O)C2CC2)c(=O)n(-c2ccccc2)n1C	-1%	5%	i	1%	i	4%	-3.1%	i	2%	i	-4%
COc1ccc(CNC(=O)C2COc3ccccc3O2)cc1 (stereo unspecified)	1%	13%	i	?	i	-5%	0.1%	i	4%	i	3%
CCCc1c(-c2ccc(O)cc2)nn(-c2ccc(O)cc2)c1-c1ccc(O)cc1	0%&-4%	3.2µM*	?	-1%&-3%	?	?	0.1%	i	-4%&-2%	i	0%&9%
c1cncc(CNc2cc(-c3ccoc3)ncn2)c1	14%[9.22 µM]	-30%	i	?	i	25µM*	-0.7%	i	-5%	i	-17%
COc1ccc(C2(O)CCN(Cc3nnnn3Cc3ccc(C)cc3)CC2)cc1	1%	17%	i	-4%	i	-2%	nt	?	3%	i	1%
O=C(O)/C=C\C(=O)Nc1ncn[nH]1	-2%[9.22 µM]	-5%[11.4 µM]	i	-13%[11 µM]	?	5%[11.4 µM]	3.0%[9.22 µM]	i	-3%[9.17 µM]	i	-7%[11.4 µM]
O=C(NCc1ccccc1)c1n[nH]nc1-c1ccccc1O	0%	-4%	i	-2%	i	-14%	3.0%	i	12%	i	-1%
O=C(CCCOc1ccc(Cl)cc1Cl)NCCCO	-4%	10%	?	-3%	?	-19%	-0.3%[57.5 µM]	3.1e-08M*	-1%	i	-3%
CCc1nnc(NC(=O)CN2C(=O)c3ccccc3S2(=O)=O)s1	4%	1%	i	0%	i	6%	0.1%	i	-8%	i	-2%
CC(C(=O)Nc1ncc2c(n1)CC(C)(C)CC2=O)N1C(=O)c2ccccc2C1=O (stereo unspecified)	0%	-2%	i	-3%	?	7%	6.1%	i	8%	i	-7%
CC1CN(c2nc3c(c(=O)n(C)c(=O)n3C)n2Cc2c(F)cccc2Cl)CC(C)O1 (stereo unspecified)	2%	-4%	?	-4%	i	-3%	-1.8%[0.369 µM]	i	-2%	i	-2%
Cc1ccc2cc(C)c3nnc(SCC(=O)NCc4ccco4)n3c2c1	0%	9%	i	-5%	?	-11%	-3.1%	i	0%	i	-18%
CCOC(=O)c1ccccc1NC(=O)CN(c1ccccc1OC)S(C)(=O)=O	-2%	4%[11.4 µM]	nt	-2%[11 µM]	nt	-2%[11.4 µM]	2.0%[0.0738 µM]	nt	0%[9.17 µM]	nt	-7%[11.4 µM]
CCOc1ccc(-c2cc(C(=O)NCCCN3CCN(CC)CC3)c3ccccc3n2)cc1	0%	-140%	i	-3%	i	-8%	-1.3%[57.5 µM]	2.2e-07M*	-3%	i	-2%
COc1ccccc1CNC(=O)c1cc2sccc2n1C	-2%	6%	i	-8%	i	-7%	nt	i	-6%	i	-5%
CCOC(=O)c1cccc(NC(=O)CSc2nnc(C3CCCCC3)n2C)c1	0%	7%	i	-4%	i	6%	nt	i	-3%	i	-1%
COc1ccc(-c2nn3c(-c4ccccn4)nnc3s2)cc1OC	4%[20.6 µM]	nt	i	nt	i	nt	nt	?	nt	i	nt
CCOC(=O)CSc1nn(C)c(=S)s1	nt	25µM*	nt	-2%[2.3 µM]	nt	3%	0.1%	nt	9%	nt	1%

The last three records of the section above come first, to join the parts.
SMILES	Epigenetic mod	HADH2 inh	TexasRed autofl	Hsp90 Hop PPI	Fluorescein fluor	ALOX15 inhib	HBB splicing	4-MU autofl	UbGFP stabilizer	Rhodamine fluor	Pol III holo inh
CCOC(=O)c1cccc(NC(=O)CSc2nnc(C3CCCCC3)n2C)c1	0%	7%	i	-4%	i	6%	nt	i	-3%	i	-1%
COc1ccc(-c2nn3c(-c4ccccn4)nnc3s2)cc1OC	4%[20.6 µM]	nt	i	nt	i	nt	nt	?	nt	i	nt
CCOC(=O)CSc1nn(C)c(=S)s1	nt	25µM*	nt	-2%[2.3 µM]	nt	3%	0.1%	nt	9%	nt	1%
Cc1ccccc1-n1c(N)cc(=O)[nH]c1=S	3%	-5%	i	-2%	i	3%	-1.4%	i	-4%	i	-6%
O=C(c1ccc(NC2=NC3CS(=O)(=O)CC3S2)cc1)N1CCc2ccccc2C1 (stereo unspecified)	nt	-2%	nt	-3%	nt	3%	0.6%	nt	-11%	nt	2%
CC(=O)C1=C(C)NC(SCC(=O)c2ccc(Cl)cc2)=C(C#N)C1c1ccco1 (stereo unspecified)	-4%	?	nt	4%	nt	13µM*	9.4%	nt	4%	nt	3%
CC(=O)C1=C(O)C(=O)N(Cc2cccnc2)C1c1ccccc1 (stereo unspecified)	-2%	1%	i	1%	?	1%	-0.7%	i	-7%	i	-3%
COc1ccccc1CNC(=O)c1oc2ccc(S(=O)(=O)N3CCCC3)cc2c1C	-1%	8%	i	-3%	i	-8%	1.6%	i	3%	i	1%
O=C(NCCSc1c[nH]c2ccccc12)c1ccco1	nt	-10%	nt	-4%	nt	-15%	-0.5%	nt	1%	nt	-4%
CCOc1cc(C)c(C(C)C)cc1S(=O)(=O)NCc1ccccn1	0%	12%	i	-3%	i	1%	2.4%	i	-8%	i	-2%
CCOC(=O)N1CCc2c(sc3c2C(=O)NC(c2ccccc2)N3)C1 (stereo unspecified)	2%	?	i	-7%	i	-26%	-0.6%	1.3e-08M*	1%	i	-2%
O=C(CN(C1CCCCC1)S(=O)(=O)c1ccc(F)cc1)NCc1ccncc1	-3%	10%	nt	3%	nt	2%	0.7%	nt	26%	nt	-6%
Cc1ccc(-n2nc3c(c2NC(=O)c2ccc(Br)o2)CSC3)c(C)c1	-2%	-10%	i	-5%	i	-3%	-2.1%[0.369 µM]	i	0%	i	-7%
COc1ccccc1-c1cc(N)n(S(=O)(=O)c2ccc(F)c(C)c2)n1	-3%	-10%	nt	-3%	nt	-4%	-1.0%	nt	12%	nt	-3%
CC1CCCCC1NS(=O)(=O)c1ccc(S(=O)(=O)NCc2ccncc2)cc1 (stereo unspecified)	-1%	9%	i	-2%	?	-7%	-6.4%	i	5%	i	-5%
O=S(=O)(NC1CCCCCCC1)c1cccs1	-3%	5%	i	-4%	i	-8%	nt	i	1%	i	-3%

A portion of the library (hit frequency here may not be typical).
